PPARg SRC3 recr = PPARgamma agonists recruiting SRC-3 coactivator, primary screen, biochemical. 0.26% of 200,000 active. Peroxisome proliferator-activated receptor gamma (Homo sapiens), P37231. activation, % at 8 µM. biochemical PPARgamma/SRC-3 coactivator recruitment assay; in the data active means activation above about 23%;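 further: 0% = DMSO and 100% = reference agonist; some compounds past the cut are filed as inactive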
Target sequence (P37231 whole entry, looked up): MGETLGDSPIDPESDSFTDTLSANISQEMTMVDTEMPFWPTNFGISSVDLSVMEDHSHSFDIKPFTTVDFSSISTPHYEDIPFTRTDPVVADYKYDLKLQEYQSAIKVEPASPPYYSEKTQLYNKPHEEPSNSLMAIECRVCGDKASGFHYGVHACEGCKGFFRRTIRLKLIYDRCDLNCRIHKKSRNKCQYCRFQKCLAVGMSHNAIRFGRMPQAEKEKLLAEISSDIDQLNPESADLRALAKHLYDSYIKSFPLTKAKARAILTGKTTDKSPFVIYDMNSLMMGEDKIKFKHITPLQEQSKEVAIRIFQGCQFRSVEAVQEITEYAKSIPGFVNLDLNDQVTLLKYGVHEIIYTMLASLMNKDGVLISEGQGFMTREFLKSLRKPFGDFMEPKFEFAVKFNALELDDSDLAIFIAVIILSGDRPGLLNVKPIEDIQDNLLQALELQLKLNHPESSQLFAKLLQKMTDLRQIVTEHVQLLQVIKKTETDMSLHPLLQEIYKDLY
S1P3 antagonist = S1P3 receptor antagonists, primary screen, cell-based | CHO S1P3 NFAT-BLA reporter, FRET fluorescence, antagonist mode | inhibition, % at 4.98 µM | 0.27% of 170,000 active | AID 485, 2006;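 active means inhibition above the plate cutoff, the mean inhibition of test wells on that plate plus 3 SD, cut at about 28% in these data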;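 further: cells challenged with S1P at its EC80 of 0.8 µM; blue over green emission ratio from cleaved BLA substrate after 4 h stimulation; 0% = S1P-stimulated wells and 100% = unstimulated DMSO-only wells; some compounds past the cut are filed as inactive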
SRC2 TRFRET art = TR-FRET signal artefacts, primary screen, artefact control for PPARgamma SRC-2 agonist project, biochemical; TR-FRET artefact counter-screen; hits give high values; TR-FRET ratio at 8 µM; 0.4% of 200,000 active; AID 1049, 2008; in the data active means TR-FRET ratio above about 2000; further: inactives centre near 1500
G6PDH CS = L. mesenteroides G6PDH inhibitors, counter-screen for G6PDH-coupled screening assays, biochemical, Leuconostoc mesenteroides enzyme; glucose-6-phosphate dehydrogenase [Leuconostoc mesenteroides]; Purified L. mesenteroides G6PDH, diaphorase/resazurin coupled fluorescence, 45 min; inhibition, % at 5 µM; 0.12% of 200,000 active; in the data active means inhibition above about 50%
Diaphorase act = compounds boosting diaphorase resazurin reduction – biochemical, uHTS, resorufin fluorescence, counter-screen for diaphorase-coupled primary assays, primary screen | activation factor at 20 µM | AID 1229, 2008 | Diaphorase/resazurin coupled assay, 16 min; hits give high values; 1 = vehicle wells, 0 = NADH-free wells | 0.005% of 190,000 active;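 active means diaphorase activity raised at least twofold by the compound at 20 µM; inactive means activation factor below 2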
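test system = bacterial diaphorase enzyme (C. kluyveri) | quantity = enzyme 0.07 U/mL final | reagent = NADH substrate 0.114 mM plus resazurin dye 0.1 mM, final | incubation = 16 min enzyme reaction, ambient temperature | buffer or medium = HEPES pH 7.4 buffer with MgCl2 and Tween 20 | signal = fluorescence of resorufin, 544 nm excitation, 590 nm emission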
PPARg SRC-2 ag = agonists of PPARg-SRC-2 recruitment, primary screen, biochemical, HTS. Peroxisome proliferator-activated receptor gamma (Homo sapiens), P37231. PPARgamma LBD-SRC-2 recruitment. activation, % at 8 µM. 0.34% of 200,000 active. AID 1032, 2008; in the data active means activation above about 22%;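 further: 0% = vehicle and 100% = reference agonist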
PPARg SRC1 recr = PPARgamma agonists recruiting SRC-1 coactivator, primary screen, biochemical. activation, % at 8 µM. 0.41% of 200,000 active. Peroxisome proliferator-activated receptor gamma (Homo sapiens), P37231. PPARgamma-SRC-1 coactivator recruitment biochemical assay; in the data active means activation above about 19%;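 further: 0% = DMSO and 100% = reference agonist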
PMI act satM6P = human PMI activators, high substrate, primary screen, biochemical, fluorescence intensity, near-saturating mannose 6-phosphate; Mannose-6-phosphate isomerase (Homo sapiens), P34949; coupled PMI enzyme assay, resazurin fluorescence, 20 min; hits give high values; 1 = untreated enzyme, 0 = substrate-free blank; activation factor at 20 µM; 0.34% of 190,000 active; AID 1216, 2008;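 active means activation factor of 2 or more at 20 µM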
Target sequence (P34949 whole entry, looked up): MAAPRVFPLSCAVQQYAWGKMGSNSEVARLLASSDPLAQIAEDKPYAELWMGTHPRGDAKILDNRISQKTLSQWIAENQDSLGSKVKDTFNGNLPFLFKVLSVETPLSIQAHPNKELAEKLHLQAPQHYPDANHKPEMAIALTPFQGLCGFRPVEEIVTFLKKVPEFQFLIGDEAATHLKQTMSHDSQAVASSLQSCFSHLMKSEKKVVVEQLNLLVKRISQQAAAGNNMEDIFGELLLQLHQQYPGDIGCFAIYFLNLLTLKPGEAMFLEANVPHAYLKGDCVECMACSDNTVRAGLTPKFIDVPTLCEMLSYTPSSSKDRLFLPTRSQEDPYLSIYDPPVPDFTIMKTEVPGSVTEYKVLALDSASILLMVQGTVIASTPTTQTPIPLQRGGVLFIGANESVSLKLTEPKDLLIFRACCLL
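Test system: human phosphomannose isomerase with PGI, G6PDH, diaphorase coupling enzymes; Amount: PMI at 15 ng/mL final; Reagent: Mannose-6-phosphate 1.0 mM (near-saturating) plus 0.22 mM NADP+; Timing: 20 min, room temperature; Technique: resorufin fluorescence at Ex 544/Em 590 nm; Dosing: 20 µM single dose.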
PMI activator = activators of human PMI, primary screen, biochemical, fluorescence intensity, near-Km mannose 6-phosphate; Mannose-6-phosphate isomerase (Homo sapiens), P34949; purified human PMI, coupled resazurin fluorescence, 20 min; hits give high values; 1 = vehicle control, 0 substrate-free wells; activation factor at 20 µM; 0.005% of 190,000 active; AID 1214, 2008;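 active means activation factor of 2 or more at 20 µM, relative to plate controls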
Diaphorase inh = diaphorase inhibitors and chemical oxidizers, primary screen, counter-screen for diaphorase-coupled primary assays, biochemical, uHTS, resorufin fluorescence. diaphorase resazurin-to-resorufin fluorescence, NADH, 16 min; bacterial (C. kluyveri) enzyme, not human. inhibition, % at 20 µM. 0.69% of 190,000 active. AID 1217, 2008;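 active means primary screen inhibition at 20 µM above a set limit, cut at about 50% in these data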;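 further: plate controls were DMSO with full reaction for no effect and wells lacking NADH for full effect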
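System: Bacterial diaphorase enzyme (C. kluyveri) | Incubation: 16-min room-temperature incubation before reading | Benchmarks: No-NADH positive control and DMSO neutral control | Measured by: Resorufin fluorescence 544/590 nm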
ROMK primary = ROMK potassium channel modulators, primary screen, cell-based, thallium flux, MLSMR library | ATP-sensitive inward rectifier potassium channel 1 (Homo sapiens), P48048 | Tet-inducible ROMK, thallium flux fluorescence; actives lie on both sides | B-score at 10 µM | 2% of 130,000 active | AID 1918, 2009;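 active means signal ratio slope over the read window, or its plate-corrected B-score, at least 3 SD from the plate mean, either direction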;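 further: B-score of the F/F0 ratio slope over 7 to 12 s after thallium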
An asterisk follows results filed as active; . = not tested or not shown.

SMILES	PPARg SRC3 recr	S1P3 antagonist	SRC2 TRFRET art	G6PDH CS	Diaphorase act	PPARg SRC-2 ag	PPARg SRC1 recr	PMI act satM6P	PMI activator	Diaphorase inh	ROMK primary
CN(C)c1nnnn1-c1ccc(Cl)cc1	-2	-3	1594	-2	1	-2	-1	1	1.1	-1	.
Cc1[nH]c(=O)[nH]c(=O)c1NC(=O)c1ccc(OC(C)C)cc1	0	8	1523	14	1	13	-2	1	1	3	0.76
N#CNC(N)=Nc1cccc(Cl)c1	7	-4	1551	0	1	-3	4	1	0.9	4	.
COc1ccc(-c2noc(CN3CCOCC3)n2)cc1OC	10	-14	1512	3	1	3	2	1.1	1	-2	.
Cn1c(=O)c(C(=O)NC2CCCCCCC2)c(O)c2ccccc21	-2	4	1608	1	1.1	8	50*	1.1	1.1	-5	0.38
O=C(Nc1ccccc1)c1cc(Cl)nc2ccccc12	-1	0	1435	7	1.1	-18	-5	1.1	1	-5	1.9
CCN(CC)N=Nc1ccc(C(=O)O)cc1	2	13	1558	16	0.9	-8	6	1	0.9	15	1.8
CN1CCN(S(=O)(=O)c2ccc(Br)c3nsnc23)CC1	1	.	1571	1	1	8	0	1	0.9	2	-1.6
C=C(C)Cn1c(SCC(=O)N/N=C/c2c(O)ccc3ccccc23)nc2ccccc2c1=O	-1	-7	1716	8	1	8	3	1.1	1.1	2	0.77
CC1=C(C(=O)OC2CCCCC2)C(c2cccnc2)n2nnnc2N1 (stereo not given)	-1	3	1805	15	0.9	4	0	1	0.9	7	-1.2
CCNC(=O)COC(=O)/C=C/c1c(C)nn(Cc2cccc(OC)c2)c1Cl	0	5	1716	2	1	-6	8	1	1	0	-0.51
Cc1nc2ccccn2c1C(=O)NNC(=S)Nc1ccc(Cl)cc1	4	13	1513	-5	0.9	2	0	1	1	12	-1.2
Cc1oc(C)c2c(=O)ccc3c(c12)OC(N)=C(C#N)C3c1ccc(F)cc1 (stereo not given)	-6	-23	1575	10	0.8	-2	5	0.6	1	17	.
O=C(CN1C(=O)c2cccc3cccc(c23)C1=O)NCCN1CCOCC1	-4	-6	1531	-1	0.9	-7	-2	1	1	9	0.82
CC(=O)c1ccccc1NS(=O)(=O)c1ccccc1Cl	1	-4	1628	4	0.9	-1	1	1	0.9	12	-0.098
COc1cccc(N=Cc2ccc(O)cc2O)c1	2	-18	1611	4	0.8	4	5	0.5	0.8	22	-0.48
Cc1ccnc(NS(=O)(=O)c2ccc(NC(=O)c3ccc([N+](=O)[O-])s3)cc2)n1	5	-5	1528	12	0.9	1	2	0.8	0.9	14	1.5
O=C(NC(=S)Nc1ccccc1)c1cc(-c2ccccc2)nc2ccccc12	2	.	1522	10	0.9	2	-4	1	1	7	.
Cc1ccccc1NC(=O)c1c(C)nn(-c2ccccc2)c1Cl	-2	-13	1613	7	0.9	-9	1	0.9	0.9	12	0.014
O=C1c2ccccc2C(=O)C1(CO)c1ccccc1	-3	-10	1623	0	0.9	6	9	1	1	9	0.78

Rewritten as comma-separated lines: part of the list above.
smiles,PPARg SRC3 recr,S1P3 antagonist,SRC2 TRFRET art,G6PDH CS,Diaphorase act,PPARg SRC-2 ag,PPARg SRC1 recr,PMI act satM6P,PMI activator,Diaphorase inh,ROMK primary
N#CNC(N)=Nc1cccc(Cl)c1,7,-4,1551,0,1,-3,4,1,0.9,4,.
COc1ccc(-c2noc(CN3CCOCC3)n2)cc1OC,10,-14,1512,3,1,3,2,1.1,1,-2,.

(continued)
SMILES	PPARg SRC3 recr	S1P3 antagonist	SRC2 TRFRET art	G6PDH CS	Diaphorase act	PPARg SRC-2 ag	PPARg SRC1 recr	PMI act satM6P	PMI activator	Diaphorase inh	ROMK primary
NC(=O)C1CCN(S(=O)(=O)c2cccc(C(=O)O)c2)CC1	-1	.	1483	4	1	-3	-1	1	0.9	0	-0.61
O=C(NC1CCS(=O)(=O)C1)c1cn(-c2ccccc2)nc1-c1ccccc1 (stereo not given)	-16	6	1561	-3	0.9	5	8	1	1	14	-0.016
COc1ccccc1CNC(=O)C1CCN(S(=O)(=O)c2ccc3c(c2)OCCCO3)CC1	1	7	1524	2	0.8	-9	-5	0.9	0.8	18	.
COC(=O)CC1NCCNC1=O (stereo not given)	6	0	1483	7	0.9	3	-4	1	1.1	7	.
COc1ccc(NC(=O)CSc2nc3ccccc3cc2Cc2ccccc2)cc1	0	.	1634	-2	1	-1	4	1	1	5	.
COC(=O)C1CC(=O)c2sccc2C1 (stereo not given)	-3	1	1671	7	0.9	-3	5	1	1.1	11	.
Cc1noc(C)c1C(=O)N1CCCC(C(=O)c2cccc(C(F)(F)F)c2)C1 (stereo not given)	1	-2	1545	9	0.9	7	9	0.9	0.9	12	0.27
O=C(O)C(Cc1ccccc1)N1Cc2ccccc2C1=O (stereo not given)	3	.	1613	9	0.9	4	-3	0.9	0.9	11	0.42
Cc1ccc(S(=O)(=O)N2CCN(C)CC2)cc1[N+](=O)[O-]	-10	.	1523	0	0.9	-1	-9	1	1	10	.
CCn1ccnc1CN(C)Cc1cn(-c2ccccc2)nc1-c1ccc(OC)cc1F	-3	4	1390	20	1	-1	-8	0.9	0.8	3	-0.35
Cc1cc(/C=N/NC(N)=S)c(C)n1-c1ccc(Cl)c(Cl)c1	1	-15	1693	-3	0.8	9	-2	0.6	0.8	20	-0.45
CCOC(=O)N1CCN(Cc2nc(C3CC3)no2)CC1	1	-3	1560	10	0.9	1	6	1.1	1	10	-0.84
CC1(C)CC(=O)C2=C(C1)NC(Nc1nc3ccccc3o1)=NC2c1ccccn1 (stereo not given)	2	-6	1593	3	0.8	4	4	1	1	16	-0.54
O=S(=O)(NCCSc1nnnn1-c1ccccc1)c1cccs1	8	24	1567	-20	0.9	-4	10	1	1	7	.
COc1cc(C2Nc3c(F)cccc3C3C=CCC32)cc(Br)c1OC (stereo not given)	9	-3	1844	-7	0.7	16	13	1.7	1.3	29	.
O=C(CCNC(=O)c1ccc(Cl)cc1)Nc1ccc(Cl)cc1F	2	-6	1590	2	0.9	0	-4	1	1	10	1.1
CCc1nnc(NC(=O)CSc2nnc(CNc3cccc(C)c3)n2-c2ccccc2)s1	-10	-4	1628	0	0.9	7	6	0.9	1	6	.
CC(C)c1nc2oc3c(NCC4CCCO4)ncnc3c2c2c1CCC2 (stereo not given)	10	9	1611	3	0.6	9	2	0.9	0.9	42	.
O=C(Nc1cccnc1)c1cc2c(ccc3ccccc32)o1	0	-19	1673	0	1	-1	-2	1	0.9	3	.
COc1ccc(NC(=O)CSc2nc3nc(-c4cccs4)cc(C(F)(F)F)c3c(=O)[nH]2)c(OC)c1	2	-16	1333	2	0.5	1	-7	0.5	0.8	48	1.5
NNC(=O)Cc1cn(-c2ncc(C(F)(F)F)cc2Cl)c2ccccc12	-1	.	1284	5	0.9	3	0	1	1	9	0.45
COc1cccc(CNC(=O)Cc2csc(Nc3nc(=S)[nH]c4ccccc34)n2)c1	3	-3	1635	-4	1	4	-4	1	1.1	0	-0.34
CC(C)(C)c1cccc(/C=N/O)c1O	17	.	1613	1	0.9	8	10	0.8	1	15	-2
COc1ccc2c(c1)cc1n2CCN2CCCN=C12	1	-20	1501	16	1	7	8	1	0.9	3	-0.39
CC1CC(C)CN(CC(=O)Nc2ccc3c(c2)OCCO3)C1 (stereo not given)	11	.	1523	3	0.9	7	10	1	0.9	14	.
COc1ccc(CCNC(=O)c2nc(-c3cccs3)no2)cc1OC	6	8	1544	-2	1	2	-4	1.1	1	2	0.73
COc1ccc(-c2noc(COc3ccc4c(c3)OCO4)n2)cc1	3	-8	1559	3	0.9	-7	7	0.9	0.9	12	-0.3
Cc1cc(C)c(S(=O)(=O)Nc2cc(SCC(=O)O)c(O)c3ccccc23)cc1C	3	-8	1396	35	0.5	9	2	0.8	1	49	-0.66
O=C(CSCc1cnn(-c2ccccc2)c1-n1cccc1)N1CCN(Cc2ccccc2)CC1	9	.	1435	0	0.9	4	-1	1	1	10	-1.8
COc1ccccc1N(CC(=O)Nc1cccc(C(F)(F)F)c1)S(C)(=O)=O	-4	5	1347	11	0.8	-5	-4	0.9	0.9	15	-2.3
COc1ccc(CN(C(=O)CNC(=O)c2ccco2)C(C(=O)NC2CCCC2)c2ccco2)cc1 (stereo not given)	15	12	1544	0	0.8	13	-2	0.9	0.8	21	0.95
COc1ccc(C2C(C(=O)c3sc(C)nc3C)=C(O)C(=O)N2CCN2CCOCC2)cc1 (stereo not given)	1	-16	1548	5	0.9	4	2	1.9	1.6	5	0.55
C=CCSc1nc2c(sc3nc(C)cc(C)c32)c(=O)[nH]1	-8	.	1521	0	0.8	2	-7	1.4	1.3	17	.
COC(=O)c1ccc(C(=O)OC)c(NC(=O)COC(=O)c2ccccc2OC)c1	8	-13	1564	9	0.9	10	-2	0.9	0.9	9	0.56
C#CCOc1ccc(C2C3=C(COC3=O)Nc3cc4c(cc32)OCO4)cc1OC (stereo not given)	-2	13	1278	11	1.1	-8	-4	0.9	0.8	-6	.
Cc1ccc2c(CC(=O)OCn3nnc4ccccc4c3=O)coc2c1	-8	-6	1738	-4	0.7	-4	9	0.9	0.9	27	0.96
Cc1ccc(NC2=Nc3ccccc3CC2)cc1	-2	.	1386	6	1	-3	-1	0.9	0.9	5	1.7
COC(=O)C1=C(C)Nc2c(c(=O)n(C)c(=O)n2C)C1c1ccc(C)cc1 (stereo not given)	-1	-17	1421	0	1	0	-4	1.1	1.1	-2	-0.058
COc1ccc(Cc2c[nH]c(=O)[nH]c2=O)cc1	-3	.	1594	-6	0.8	1	-1	0.9	1	18	-0.2

High-throughput results from PubChem BioAssay.
